Compound activity (PubChem)
N370S GC: N370S glucocerebrosidase modulation, Gaucher chaperone candidate; N370S GC spleen homogenate, 4MU-glucoside fluorescence; P04062; 0.092% of 330,000 active; AID 2101; Potency, µM (doses to about 59.4 µM), for the others: at the top dose activity change, negative = inhibition, most hits filed as inhibitors;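 further: 0% = full enzyme activity and -100% = no enzyme basal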
GCN5L2 inh: blocks human GCN5L2 histone acetyltransferase. Q92830. GCN5L2 HAT assay, ThioGlo1 CoA-SH fluorescence. Potency, µM (series often up to 58.9 µM), for the others: at the highest dose activity change, negative = inhibition, actives largely listed as inhibitors. 0.21% of 390,000 active
Target sequence (Q92830 whole entry, looked up): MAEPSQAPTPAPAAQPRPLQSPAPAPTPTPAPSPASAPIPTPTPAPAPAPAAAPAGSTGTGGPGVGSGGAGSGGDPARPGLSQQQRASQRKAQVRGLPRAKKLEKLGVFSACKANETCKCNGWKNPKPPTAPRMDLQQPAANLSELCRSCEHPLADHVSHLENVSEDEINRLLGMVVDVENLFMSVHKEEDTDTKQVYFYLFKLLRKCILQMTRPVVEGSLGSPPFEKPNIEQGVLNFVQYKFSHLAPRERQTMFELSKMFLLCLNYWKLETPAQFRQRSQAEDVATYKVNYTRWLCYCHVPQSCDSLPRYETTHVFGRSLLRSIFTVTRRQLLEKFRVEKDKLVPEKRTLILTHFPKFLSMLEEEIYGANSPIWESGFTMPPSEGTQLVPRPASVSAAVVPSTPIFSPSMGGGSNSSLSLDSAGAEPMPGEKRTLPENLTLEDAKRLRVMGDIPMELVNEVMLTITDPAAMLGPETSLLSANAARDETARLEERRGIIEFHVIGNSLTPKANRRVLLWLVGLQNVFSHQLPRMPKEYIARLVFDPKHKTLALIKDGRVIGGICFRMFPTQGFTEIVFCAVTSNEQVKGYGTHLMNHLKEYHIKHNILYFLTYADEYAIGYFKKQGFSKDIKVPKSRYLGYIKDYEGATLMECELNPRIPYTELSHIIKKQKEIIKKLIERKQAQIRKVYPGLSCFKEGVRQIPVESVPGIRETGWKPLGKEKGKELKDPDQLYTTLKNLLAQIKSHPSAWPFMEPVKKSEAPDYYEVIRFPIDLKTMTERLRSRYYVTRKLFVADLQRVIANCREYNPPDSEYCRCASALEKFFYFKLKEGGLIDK
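Fluorescence readout, Ex340nm/Em540nm: ThioGlo1 (50uM final) reacts with free CoA thiol released as 20nM GCN5L2 acetylates H3(1-25) peptide (75uM) using acetyl-CoA (70uM). Compound and enzyme sat 15 min beforehand; 20 min room-temperature reaction.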
FEN1 inh: inhibitors of human flap endonuclease 1; P39748; AID 588795; 0.35% of 390,000 active; Potency, µM (doses to about 114 µM), for inactives: at the highest dose activity change, negative = inhibition, hits mostly inhibitors; Recombinant FEN1 flap cleavage, fluorescence, 15 min; further: nearly all actives have a fitted effect of over 65% in size
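Reaction started by adding substrate (50 nM final) to 10 nM enzyme after 15 min room-temperature compound preincubation. Reads at 0 and 15 min, with data normalized and fitted to a four-parameter Hill equation.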
Starred values were filed as active, the others as inactive; u = inconclusive; x = no result given; [ ] = another dose, or the depositor's remark. The call rests on the fitted dose curve; in most records, active means well fitted curve in the direction sought with a large enough effect; inconclusive means small, poorly fitted or top-dose-only effect, or another doubt; inactive means no such curve, though single readings can be large; an effect the other way counts as inactive or inconclusive. Unless noted, on the % scale 0 is the no-effect control and ±100 the full control effect; potency means the concentration at half of the fitted maximal effect. Not all compounds are listed; the hit share may differ from the screen's.

SMILES	N370S GC	GCN5L2 inh	FEN1 inh
CN1CCN(CCC2Oc3cc([N+](=O)[O-])ccc3NC2=O)CC1 (stereo unspecified)	-3%	-8%	-10%
Cc1cc(C)n2nc(SCC(=O)NC(=O)c3ccccc3Cl)nc2n1	x	-2%	1%
Cn1ncc(Cl)c1C(=O)Nc1ccc2c(c1)CCC2	u	-8%	-17%
COc1cccc(C(=O)CC2(O)C(=O)Nc3ccc(Cl)cc32)c1 (stereo unspecified)	x	-5%	4%
CCOC(=O)c1ccc(Nc2c(CC)c(C)nc3ncnn23)cc1	2%	1%	-5%
O=C(NC(=S)Nc1cc(Cl)ccc1N1CCOCC1)c1ccc(-c2cccc(Cl)c2)o1	-4%	-25%	-7%
COC(=O)c1nc(-n2nc(C)cc2C)ccc1Cl	-3%	1%	-2%
Cc1cc(NC(=O)CSCc2nc(-c3cccc(F)c3)oc2C)no1	-11%	-21%	-17%
CCN(CC)C(=O)CCC(=O)Nc1ccc(C(=O)OC)cc1	-2%	2%	-3%
CCOc1ccccc1NC(=O)CN1C(=O)C(=O)N(Cc2ccco2)C1=O	0%	-12%	2%

4 entries already listed, ordered by count of non-hydrogen atoms, falling.
SMILES	N370S GC	GCN5L2 inh	FEN1 inh
O=C(NC(=S)Nc1cc(Cl)ccc1N1CCOCC1)c1ccc(-c2cccc(Cl)c2)o1	-4%	-25%	-7%
CCOC(=O)c1ccc(Nc2c(CC)c(C)nc3ncnn23)cc1	2%	1%	-5%
COc1cccc(C(=O)CC2(O)C(=O)Nc3ccc(Cl)cc32)c1 (stereo unspecified)	x	-5%	4%
COC(=O)c1nc(-n2nc(C)cc2C)ccc1Cl	-3%	1%	-2%

Gathered by group, the compounds so far containing a furan ring, fused or not
SMILES	N370S GC	GCN5L2 inh	FEN1 inh
O=C(NC(=S)Nc1cc(Cl)ccc1N1CCOCC1)c1ccc(-c2cccc(Cl)c2)o1	-4%	-25%	-7%
CCOc1ccccc1NC(=O)CN1C(=O)C(=O)N(Cc2ccco2)C1=O	0%	-12%	2%

Remaining list, next part
SMILES	N370S GC	GCN5L2 inh	FEN1 inh
C1=CN2CCC1C(c1ccccc1)C2 (stereo unspecified)	-10%	-1%	2%
CCOc1ccc2oc(C(=O)NCC(c3ccco3)N(C)C)c(C)c2c1 (stereo unspecified)	-6%	-6%	5%
Nc1nonc1-n1nnc(C(=O)N/N=C/c2ccc(OCc3ccccc3)cc2)c1CN1CCCCC1	8%	-24%	-6%
CN(C)S(=O)(=O)c1ccc2c(c1)N(CC(=O)Nc1cccc(C(F)(F)F)c1)C(=O)CS2	x	-18%	-14%
Cc1ccc(S(=O)(=O)CCC(=O)OCC(=O)NC(N)=O)cc1	3%	-3%	0%
Cc1n[nH]c(=S)n(NC(=O)/C=C/C(=O)Nn2c(=S)[nH]nc(C)c2=O)c1=O	4%	-2%	45µM*
COc1ccc2[nH]c3c(c2c1)CCN1C(=O)C(CC(=O)NCCN2CCOCC2)C[C@H](C(=O)N2CCOCC2)[C@@]31C (stereo partly specified)	x	-1%	-14%
Cc1nn(C)cc1C(C(=O)NC1CCCCC1)N(C(=O)c1cnccn1)c1ccc(Oc2ccccc2)cc1 (stereo unspecified)	1%	-3%	-2%
C=CCNC(=O)c1cccc(C(F)(F)F)c1	6%	-5%	-5%
Cc1cc(C(c2ccc(O)cc2)c2cc(C)c(O)cc2C)c(C)cc1O	-6%	-2%	0%

Arranged by value in N370S GC (high to low): 5 of the compounds above.
mol,N370S GC,GCN5L2 inh
Nc1nonc1-n1nnc(C(=O)N/N=C/c2ccc(OCc3ccccc3)cc2)c1CN1CCCCC1,8%,-24%
C=CCNC(=O)c1cccc(C(F)(F)F)c1,6%,-5%
Cc1n[nH]c(=S)n(NC(=O)/C=C/C(=O)Nn2c(=S)[nH]nc(C)c2=O)c1=O,4%,-2%
Cc1cc(C(c2ccc(O)cc2)c2cc(C)c(O)cc2C)c(C)cc1O,-6%,-2%
C1=CN2CCC1C(c1ccccc1)C2 (stereo unspecified),-10%,-1%

Further results.
SMILES	N370S GC	GCN5L2 inh	FEN1 inh
COc1ccc(Nc2nc(N)c3cc(OC)c(OC)cc3n2)cc1	x	-9%	u
Cc1ccc2c(c1)sc(-c1ccc(N(C)C)cc1)[n+]2C	-8%	-12%	u
Cc1nn(C)c(Oc2ccccc2)c1[N+](=O)[O-]	0%	4%	-7%
Cc1ncoc1C(=O)Nc1cccc(Cl)c1C	2%	1%	14%
Cc1cc(O)c(C(=O)/C=C/c2cccc([N+](=O)[O-])c2)c(=O)o1	-1%	u	-9%
C=CCNc1nc(N)c([N+](=O)[O-])c(NC2CCCCC2)n1	1%	5%	-12%
COc1cc2c(cc1OC)C(c1cccs1)CC(=O)N2 (stereo unspecified)	9%	x	-5%
Cn1c(O)c(N=NC(=O)CNC(=O)/C=C/c2ccccc2)c2ccccc21	-4%	-10%	1%
CCCc1cc(=O)[nH]c(SCC(=O)c2c(N)n(C)c(=O)n(C)c2=O)n1	-11%	-12%	-7%
Cc1csc2nc(COC(=O)c3ccc(F)cc3)cc(=O)n12	x	1%	-4%
CCOc1ccc(NC(=O)c2ccccn2)cc1	5%	0%	-4%
CC(=O)Nc1nonc1-n1nnc(C(=O)NCc2ccccc2)c1C	11%	0%	2%
COc1ccc(-c2cc(C(F)(F)F)nc(SCC(=O)Nc3ccc4c(c3)OCO4)n2)cc1	6%	0%	-7%
C/C(N)=C(/C#N)C(=O)COC(=O)C1CCN(C(=O)c2ccc(Cl)cc2)CC1	3%	-3%	-8%
CCOC(=O)c1sc(N/N=C/c2cccc(C)c2)nc1C	6%	-1%	8%
COC(=O)C1CCN(C(=O)COC(=O)c2ccc3[nH]c4c(c3c2)CCCC4)CC1	20%	-5%	-1%
CN(C)CCCNCCCNC(=O)c1ccncc1	-5%	-3%	6%
CCc1nc(C)cn1S(=O)(=O)c1cc(F)ccc1OC	12%	-3%	2%
Clc1ccc(Cn2nnc(-c3ccccc3)n2)cc1	6%	-7%	-2%
Nn1c(COc2cccc(Cl)c2)nc2ccccc2c1=O	12%	-2%	-8%

Profiles as entered above.
Clc1ccc(Cn2nnc(-c3ccccc3)n2)cc1 is listed as N370S GC: 6%; GCN5L2 inh: -7%; FEN1 inh: -2%
CN(C)CCCNCCCNC(=O)c1ccncc1 is listed as N370S GC: -5%; GCN5L2 inh: -3%; FEN1 inh: 6%

(more compounds)
SMILES	N370S GC	GCN5L2 inh	FEN1 inh
COc1ccc2c(c1)OC[C@H]1[C@H]2N2C(=O)CN(Cc3ccc(F)cc3)C(=O)[C@@]2(C)[C@H]1c1ccccc1	x	-11%	-24%
COc1ccc(C(=O)N2CCN(c3ccc(C)cc3C)CC2)cc1OC	-1%	-8%	-9%
CCCCCc1ccc(OCCCC[n+]2ccc(C)cc2)c(CCCCC)c1	6%	-16%	-16%
c1ccc2c(c1)NCCS2	7%	-5%	9%
O=C(c1cccc(F)c1)N1CCC[C@@]2(CCN(Cc3ccncc3)C2)C1	-10%	4%	x
Fc1ccc(CSc2nnc(-c3cccnc3)n2Cc2ccco2)cc1	1%	-5%	4%
NC(N)=Nc1ccc(Cl)cc1	-17%	-10%	x
COCC(=O)N1CCCC(C(=O)c2ccc(-c3ccccc3)cc2)C1 (stereo unspecified)	-18%	-9%	-12%
CCCCN1CC(=O)N2[C@H](c3ccc(OC)cc3)[C@@H]3C(=O)N(CC)C(=O)[C@@H]3[C@]2(C)C1=O	-7%	-2%	-1%
COCCCN(C(=O)CCOc1ccc(C(C)(C)C)cc1)c1c(N)n(Cc2ccccc2)c(=O)[nH]c1=O	6%	2%	4%
CC(C)NC(=O)C(c1ccc(F)cc1)N(C(=O)CCC(=O)Nc1ccccn1)c1cccc(F)c1 (stereo unspecified)	-12%	3%	1%
O=C(N/N=C/c1cn(-c2cccs2)nc1-c1ccccc1)c1ccccc1Cl	-16%	-12%	-11%
COC(=O)c1ccccc1NC(=O)CSc1c2c(nc3ccc(Cl)cc13)CCCC2	x	-3%	-10%
CCOC(=O)C1(Cc2ccccc2)CCN(Cc2cn[nH]c2-c2ccccc2)CC1	-18%	13%	4%
COc1ccc(C)cc1NC(=O)NCCCCc1ccccc1	4%	-8%	5%
COCCCNC(=O)CC1C[C@H](C(=O)N2CCOCC2)[C@@]2(C)c3[nH]c4ccc(OC)cc4c3CCN2C1=O (stereo partly specified)	x	0%	1%
COc1cc(NC(=O)NC(C)(C(F)(F)F)C(F)(F)F)cc(OC)c1OC	-1%	-5%	-10%
CCOc1ccccc1OCC(=O)NN=C1CCCC(=O)C1	x	-4%	0%
O=C(Nc1ccc2c(c1)OCO2)C1CC(=O)N(CCc2ccccc2)C1 (stereo unspecified)	10%	-10%	2%
O=C1N[C@@H](c2ccccc2)COC(=O)[C@@H](Cc2ccc(F)cc2)C/C=C\C[C@@H]1CC(=O)N(CCO)Cc1ccccc1	x	-3%	-14%
COc1cc(C(=S)N2CCN(c3cccc(Cl)c3)CC2)ccc1O	0%	-11%	-20%
Cc1cccc(NC(=O)c2ccc(CNS(=O)(=O)c3ccc4c(c3)C(C)(C)C(=O)N4C)cc2)c1	x	-4%	-2%
COc1ccc(CCNC(=O)CCCn2c(=O)c3ccccc3n(Cc3ccccc3C#N)c2=O)cc1OC	x	1%	-3%
CCCCS(=O)(=O)c1nc(-c2ccc(Br)cc2)cc(-c2ccccc2)c1C#N	x	-9%	49%
COc1ccc(C)cc1NC(=O)C1CCN(S(=O)(=O)c2cccs2)CC1	-22%	2%	-4%
O=C(c1cccc(N2C(=O)C3C4C=CC(C4)C3C2=O)c1)N1CCN(c2ccc(F)cc2)CC1 (stereo unspecified)	-14%	-3%	-10%
Cc1ccc(C)c(S(=O)(=O)NCc2ccncc2)c1	-11%	3.2µM*	3%
CC1(C)CC(=O)C2=C(C1)OC(N)=C(C#N)C2c1cc2c(cc1[N+](=O)[O-])OCO2 (stereo unspecified)	1%	-4%	-10%
COc1ccc(C2=CC(c3ccc(OC)c(OC)c3)n3nnnc3N2)c(OC)c1 (stereo unspecified)	-2%	-13%	1%
O=C(CNC(=O)c1ccccc1F)NCCN1C(=O)S/C(=C\c2ccc3c(c2)OCO3)C1=O	x	1%	12%
CC(C)NC(=O)CSCc1cccc(Br)c1	3%	4%	-14%
Cc1ccc(NC(=O)CN2C(=O)C3CC=CCC3C2=O)cc1S(=O)(=O)N1CCOCC1 (stereo unspecified)	-8%	-2%	21%
CCC/C=N/NC(=O)c1cccc(Br)c1	-3%	-6%	-12%
O=C(CN1C(=O)COc2ccccc21)NCCN1CCC(Cc2ccccc2)CC1	2%	-24%[0.501 µM]	-6%
Cc1ccc(CNC(=O)CCCN2C(=O)CCn3nc(-c4cccn4C)cc32)cc1	x	-7%	12%
CC1=NNC(=O)C1CCC(=O)N/N=C/c1c(Cl)cccc1Cl (stereo unspecified)	1%	-20%	9%
CC(C)OCCCNC(=O)NC12CC3CC(CC(C3)C1)C2	11%	-6%	5%
Cc1ccc(-n2nc(CO)c(C(=O)NCCCc3ccccc3)n2)cc1C	x	-12%	u
COCCNC(=O)c1ccc(-c2csc(C)n2)cc1	-13%	-3%	8%
COc1ccc(-c2noc(-c3ccc(C)cc3Cl)n2)cc1OC	x	3%	18%
CC(C)CC(C(=O)NCc1ccc(F)cc1)N1Cc2ccccc2C1=O (stereo unspecified)	x	-1%	-5%
Cc1ccccc1NC(=O)CC1SC(=NC2CCCCC2)NC1=O (stereo unspecified)	-2%	-5%	-6%
COc1ccc(S(=O)(=O)Nc2cc3c4c(c2)C(C)C(=O)N4CCC3)cc1OC (stereo unspecified)	-2%	0%	3%
O=C(Oc1ccc(NC2=C(Cl)C(=O)c3ccccc3C2=O)cc1)c1ccc([N+](=O)[O-])cc1	2%	17%	-10%
CC(OC(=O)c1ccccc1Nc1ccc(SC(F)F)cc1)C(N)=O (stereo unspecified)	3%	-4%	u
CC(=O)Nc1ccc(S(=O)(=O)NC(CC(=O)NC2CCCCC2C)C(C)C)cc1 (stereo unspecified)	1%	-26%	-5%
COc1ccc(S(=O)(=O)N2CCC(C(=O)NCCOc3ccccc3F)CC2)cc1OC	x	-1%	-4%
Cn1c(=O)[nH]c(=O)c2c1nc(Br)n2CCSc1nnnn1-c1ccccc1	4%	1%	14%
CCN(CC)CCN1C(=O)c2oc3ccccc3c(=O)c2C1c1cccc(Br)c1 (stereo unspecified)	-3%	0%	6%
